Screening data deposited in PubChem BioAssay by The Scripps Research Institute Molecular Screening Center.
PAFAH1B3 FP inh: PAFAH1B3 (human) inhibition; inhibition, % at 3.39 µM; AID 492972; 340,000 compounds, 0.28% hits; Q15102; recombinant PAFAH1B3, FP-rhodamine probe, fluorescence polarization;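 active means inhibition above the screen-wide average of all tested compounds plus 3 SD, cut at about 25% in these data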;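 further: 0% = enzyme with DMSO only and 100% = wells lacking PAFAH1B3 protein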
Target sequence (Q15102 whole entry, looked up): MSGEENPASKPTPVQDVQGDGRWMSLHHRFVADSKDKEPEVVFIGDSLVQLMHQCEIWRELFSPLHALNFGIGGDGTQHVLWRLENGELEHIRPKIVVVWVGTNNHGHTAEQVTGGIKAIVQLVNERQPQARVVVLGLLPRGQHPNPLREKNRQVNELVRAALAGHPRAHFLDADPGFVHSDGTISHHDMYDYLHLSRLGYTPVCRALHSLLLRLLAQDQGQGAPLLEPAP
pPAFAH inh: inhibitors of human plasma PAF acetylhydrolase (pPAFAH); Q13093; recombinant pPAFAH, FP-rhodamine probe fluorescence polarization; inhibition, % at 3.39 µM; 330,000 compounds, 1.5% hits; AID 463082;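 active means inhibition above the mean inhibition across the screen plus 3 SD, cut at about 25% in these data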;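 further: inhibitors block binding of the rhodamine activity-based probe so polarization drops; 0% = enzyme with DMSO and 100% = wells lacking pPAFAH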
Target sequence (Q13093 whole entry, looked up): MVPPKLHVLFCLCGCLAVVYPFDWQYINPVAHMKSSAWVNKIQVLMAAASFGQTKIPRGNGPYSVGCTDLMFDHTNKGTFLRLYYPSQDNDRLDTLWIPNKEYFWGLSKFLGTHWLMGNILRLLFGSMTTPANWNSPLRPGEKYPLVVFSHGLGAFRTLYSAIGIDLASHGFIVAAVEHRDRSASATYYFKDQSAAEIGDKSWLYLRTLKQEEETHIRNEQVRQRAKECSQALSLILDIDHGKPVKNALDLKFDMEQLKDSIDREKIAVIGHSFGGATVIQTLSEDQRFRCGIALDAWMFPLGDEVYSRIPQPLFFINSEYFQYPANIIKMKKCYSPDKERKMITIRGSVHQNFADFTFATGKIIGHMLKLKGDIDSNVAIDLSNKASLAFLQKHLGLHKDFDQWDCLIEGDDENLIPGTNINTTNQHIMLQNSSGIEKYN
PAD4 inh: blocks human protein arginine deiminase 4; recombinant PAD4, RCA probe fluorescence polarization; inhibition, % at 6.36 µM; 330,000 compounds, 0.41% hits;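 active means percent inhibition above a cutoff equal to the mean of all tested compounds plus 3 SD, cut at about 15% in these data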;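 further: 0% = PAD4 with RCA probe and DMSO and 100% = probe without PAD4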
PREPL inh: human PREPL enzyme inhibition. Q4J6C6. recombinant PREPL, fluorescence polarization activity-based probe. inhibition, % at 5.96 µM. 320,000 compounds, 0.68% hits. AID 2751; in the data active means inhibition above about 43%;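 further: 0% = enzyme with DMSO and 100% = wells lacking enzyme; many of its hits are not listed in these tables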
PAFAH1B2 FP inh: blocks human PAF acetylhydrolase 1b catalytic subunit 2 | recombinant PAFAH1B2, FP-rhodamine activity probe, fluorescence polarization | 340,000 compounds, 1.2% hits | AID 492953 | inhibition, % at 3.39 µM | P68402;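 active means inhibition above the mean of all tested compounds plus 3 SD, cut at about 24% in these data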;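 further: 0% = enzyme with DMSO and 100% = wells lacking PAFAH1B2; many of its hits are not listed in these tables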
Target sequence (P68402 whole entry, looked up): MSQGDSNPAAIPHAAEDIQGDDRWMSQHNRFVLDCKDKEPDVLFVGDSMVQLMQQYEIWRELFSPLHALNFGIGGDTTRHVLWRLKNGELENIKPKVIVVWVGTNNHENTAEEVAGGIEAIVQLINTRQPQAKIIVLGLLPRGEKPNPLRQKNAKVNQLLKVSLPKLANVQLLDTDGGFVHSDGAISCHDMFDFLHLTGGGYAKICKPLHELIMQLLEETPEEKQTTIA
Active calls of the source: *; / = no result given.

SMILES | PAFAH1B3 FP inh | pPAFAH inh | PAD4 inh | PREPL inh | PAFAH1B2 FP inh
CC(C)n1cnc2c(NCc3ccccc3)cc(N[C@@H](CO)Cc3ccccc3)cc21 | / | 20 | 33* | 62* | /
O=C1NC(Cc2ccccc2)c2nc3cc(F)ccc3c(=O)n2-c2ccccc21 (stereo not given) | / | 2 | 5 | 10 | /
Cc1ccc2nc3n(c(=O)c2c1)-c1cc(Cl)ccc1C(=O)NC3Cc1ccc(O)cc1 (stereo not given) | / | 3 | 3 | 18 | /
O=C1NC(Cc2ccccc2)c2nc3ccc(F)cc3c(=O)n2-c2ccccc21 (stereo not given) | / | 0 | 0 | 13 | /
O=C1NC(Cc2ccc(O)cc2)c2nc3ccc(Br)cc3c(=O)n2-c2ccc(Cl)cc21 (stereo not given) | / | -4 | 4 | 14 | /
Cc1nn(CC(=O)NCCCN2CCCC2=O)c(C)c1[N+](=O)[O-] | / | -1 | 6 | 4 | /
COC(=O)Cc1csc(NC(=O)CSc2nncn2C)n1 | / | 0 | 4 | 19 | /
CCOC(=O)C1CCN(C(=O)COc2ccc(C(=O)c3ccccc3)cc2)CC1 | / | 8 | 0 | 8 | /
O=C(NC(=S)NC12CC3CC(CC(C3)C1)C2)c1ccc(F)cc1 | / | 2 | 7 | -2 | /
CC1CCCC(NC(=O)CSc2n[nH]c(=O)n2Cc2ccccc2)C1C (stereo not given) | / | 1 | 0 | 18 | /
O=C1NC(Cc2ccccc2)c2nc3cc(Cl)ccc3c(=O)n2-c2cc(Cl)ccc21 (stereo not given) | / | 3 | 0 | 5 | /
O=C1NC(Cc2ccccc2)c2nc3ccc(F)cc3c(=O)n2-c2cc(Cl)ccc21 (stereo not given) | / | 4 | 0 | 14 | /
Cc1ccc(Oc2ccc(OCC(=O)Nc3ccncc3)cc2)cc1 | / | 4 | -9 | 13 | /
CCOC(=O)Nc1ccc(N2CCOCC2)c(S(=O)(=O)Nc2ccc(Cl)cc2)c1 | / | 2 | -1 | -2 | /
CC(C)N(C(=S)Nc1ccc(S(=O)(=O)N2CCOCC2)cc1)c1ccccc1 | / | -1 | 2 | -8 | /
CN(C(=O)CN1C(=O)NC2(CCc3ccccc32)C1=O)C1CCCCC1 (stereo not given) | / | 5 | -3 | 4 | /
CC(=O)Nc1ccc(OCC(=O)Nc2ccc(Cl)c(S(=O)(=O)N3CCOCC3)c2)cc1 | / | -5 | 0 | 18 | /
CS(=O)(=O)c1ccccc1-c1csc(N2CCC(C(N)=O)CC2)n1 | / | 7 | 7 | 20 | /
C[C@H](NC(=O)c1nc[nH]c1C(=O)NC1CCNCC1)C(=O)OCc1ccccc1 | / | 4 | 2 | 3 | /
CCOc1cc(N2CCOCC2)c(OCC)cc1NC(=O)c1cnccn1 | / | 6 | -8 | 5 | /
OC(CNC1CCCC1)COc1ccccc1Br (stereo not given) | 4 | / | / | / | 5
O=C(c1cccc(NS(=O)(=O)c2ccc(Br)cc2)c1)N1CCN(c2ccccc2O)CC1 | -1 | / | / | / | 25*
O=C(CCc1ccccc1)N1CCN(C(=O)CCc2ccccc2)CC1 | 6 | / | / | / | 1
O=S1(=O)c2c(F)cccc2OC(COCc2ccccc2)CN1C1CCCC1 (stereo not given) | 6 | / | / | / | 9
Cc1ccc(NC(=O)N2CCCCCC2)c(C)c1 | -3 | / | / | / | 6
CC(C)(O)C(=O)N/N=C\c1ccc(OC/C=C/c2ccccc2)cc1 | -3 | / | / | / | 0
CN(C)S(=O)(=O)c1ccc(C(=O)NN2C(=O)NC3(CCCCC3)C2=O)cc1 | 8 | / | / | / | 6
O=C1CCCCC1Nc1ccc(Br)cc1 (stereo not given) | 2 | / | / | / | 1
Oc1ccc2c(c1)c1ccccc1c1ncccc21 | 11 | / | / | / | 3
O=C(Cc1ccc(NC(=O)C2CCN(C(=O)C3CCCC3)CC2)cc1)Nc1cccc(C(=O)N2CCCCC2)c1 | 4 | / | / | / | 2
CCN(CC)c1ccc(S(=O)(=O)N2CCOCC2)cc1NC(=O)CNCc1cccc(Cl)c1 | -2 | / | / | / | 3
COc1cc(NC(=O)c2ccccc2)c(OC)cc1NC(=O)CN1C(=O)N(C)C2(CCCCC2)C1=O | 11 | / | / | / | 1
COc1cc(O)c(C(CC(=O)N2CCCCC2)c2ccc(N(C)C)cc2)c(OC)c1 (stereo not given) | 10 | / | / | / | -4
O=c1c2ccccc2sc2nc(CCl)nn12 | 21 | / | / | / | 3
CCCCCCCCOC(=O)c1cc([N+](=O)[O-])c(Sc2ncnc3nc[nH]c23)c([N+](=O)[O-])c1 | 16 | / | / | / | 14
O=C(CCNC(=O)c1ccc(Cl)cc1)NNC(=O)c1ccc(F)cc1 | 10 | / | / | / | 2
CCC1(CC)C(=O)N(c2ccccc2)C(=N)N(c2ccccc2)C1=O | 10 | / | / | / | 6
CCOC(=O)c1c(-c2ccccc2)oc2cc(Br)c(O)cc12 | -5 | / | / | / | -7
O=C(CN1CCOCC1)N1CCOCC1 | 8 | / | / | / | 1
CC(C)c1cc(CN2C(C)COCC2C)cc(C(C)C)c1O (stereo not given) | 8 | / | / | / | 2

Printed as active in PAD4 inh, of those listed so far:
SMILES | PAFAH1B3 FP inh | pPAFAH inh | PAD4 inh | PREPL inh | PAFAH1B2 FP inh
CC(C)n1cnc2c(NCc3ccccc3)cc(N[C@@H](CO)Cc3ccccc3)cc21 | / | 20 | 33* | 62* | /

For reference, some entries already given:
SMILES | PAFAH1B3 FP inh | pPAFAH inh | PAD4 inh | PREPL inh | PAFAH1B2 FP inh
OC(CNC1CCCC1)COc1ccccc1Br (stereo not given) | 4 | / | / | / | 5
O=C(c1cccc(NS(=O)(=O)c2ccc(Br)cc2)c1)N1CCN(c2ccccc2O)CC1 | -1 | / | / | / | 25*
O=C(CCc1ccccc1)N1CCN(C(=O)CCc2ccccc2)CC1 | 6 | / | / | / | 1
O=S1(=O)c2c(F)cccc2OC(COCc2ccccc2)CN1C1CCCC1 (stereo not given) | 6 | / | / | / | 9
Cc1ccc(NC(=O)N2CCCCCC2)c(C)c1 | -3 | / | / | / | 6
CC(C)(O)C(=O)N/N=C\c1ccc(OC/C=C/c2ccccc2)cc1 | -3 | / | / | / | 0
CN(C)S(=O)(=O)c1ccc(C(=O)NN2C(=O)NC3(CCCCC3)C2=O)cc1 | 8 | / | / | / | 6
O=C1CCCCC1Nc1ccc(Br)cc1 (stereo not given) | 2 | / | / | / | 1
Oc1ccc2c(c1)c1ccccc1c1ncccc21 | 11 | / | / | / | 3
O=C(Cc1ccc(NC(=O)C2CCN(C(=O)C3CCCC3)CC2)cc1)Nc1cccc(C(=O)N2CCCCC2)c1 | 4 | / | / | / | 2
CCN(CC)c1ccc(S(=O)(=O)N2CCOCC2)cc1NC(=O)CNCc1cccc(Cl)c1 | -2 | / | / | / | 3
COc1cc(NC(=O)c2ccccc2)c(OC)cc1NC(=O)CN1C(=O)N(C)C2(CCCCC2)C1=O | 11 | / | / | / | 1
COc1cc(O)c(C(CC(=O)N2CCCCC2)c2ccc(N(C)C)cc2)c(OC)c1 (stereo not given) | 10 | / | / | / | -4
O=c1c2ccccc2sc2nc(CCl)nn12 | 21 | / | / | / | 3
CCCCCCCCOC(=O)c1cc([N+](=O)[O-])c(Sc2ncnc3nc[nH]c23)c([N+](=O)[O-])c1 | 16 | / | / | / | 14

Continuation:
SMILES | PAFAH1B3 FP inh | pPAFAH inh | PAD4 inh | PREPL inh | PAFAH1B2 FP inh
O=C(CN(Cc1ccccc1Cl)S(=O)(=O)c1ccc(Cl)cc1)N/N=C/c1ccc(C(=O)O)cc1 | -6 | / | / | / | -2
O=C(Cc1cccc(NC(=O)C2CCCN(C(=O)C3CC3)C2)c1)Nc1cccc(C(=O)N2CCOCC2)c1 (stereo not given) | 0 | / | / | / | 4
CSCC[C@H](NC(=O)Cc1c(C)c2c(cc(C)c3c(C)coc32)oc1=O)C(=O)O | 0 | / | / | / | 4
Cc1ccc(S(=O)(=O)N(C)C)cc1NC(=O)C1CCN(C(=O)Nc2ccccc2)CC1 | -1 | / | / | / | 1
CCC(C)(C)NC(=O)C(c1cccnc1)N(CCOC)C(=O)Cn1nnc2ccccc21 (stereo not given) | 7 | / | / | / | 1
O=C(NC1=CC(=O)c2ccccc2C1=O)c1ccccc1 | 29* | / | / | / | 17
Cc1ccc(/C=N/NC(=O)c2cc3c(ccc4ccccc43)o2)o1 | -4 | / | / | / | -7
CCn1cc(/C=C(\NC(=O)c2ccccc2Cl)C(=O)N2CCN(C)CC2)c2ccccc21 | 16 | / | / | / | 4
CN(C)c1ccc(C(O)c2cc3ccccc3s2)cc1 (stereo not given) | 6 | / | / | / | 6
Nc1ncnc2c1CN(Cc1ccccc1)CC2 | 3 | / | / | / | 4
CC1(C(=O)Nc2nc3ccccc3s2)CC1(Br)Br (stereo not given) | 1 | / | / | / | 5
CCN(C(=O)CN1CCC(C)CC1)c1c(N)n(Cc2ccccc2)c(=O)[nH]c1=O | 6 | / | / | / | 5
Cc1ccc(-c2c(=O)n(O)c3ccccc3[n+]2[O-])cc1 | -3 | / | / | / | -1
CN(CCc1ccccc1)C(=O)c1cccc(NC(=O)Cc2cccc(NC(=O)C3CCN(C(=O)C4CCCC4)CC3)c2)c1 | 3 | / | / | / | 2
CCOc1ccc(-n2nc3ccc(N)cc3n2)cc1 | 17 | / | / | / | 8
OC12CCCCC1C(c1ccc3c(c1)OCO3)N(Cc1cccc(F)c1)CC2 (stereo not given) | 2 | / | / | / | 0
COc1ccc(C=NN=C2c3ccccc3-c3ccccc32)cc1OC | 9 | / | / | / | 0
CCN(CC(=O)Nc1ccc(OC)cc1)C(=O)c1ccc(OCc2c(C)noc2C)cc1 | 9 | / | / | / | 3
COc1ccccc1NC(=O)NNC(=O)C(C)Oc1ccc2ccccc2c1 (stereo not given) | 2 | / | / | / | 6
Cc1ccc(S(=O)(=O)Nc2c(C)cc([N+](=O)[O-])cc2C)cc1 | 0 | / | / | / | 3
COc1cccc(C(=O)OCC(=O)N2CCc3ccccc32)c1OC | 5 | / | / | / | 2
COc1ccc(C(=O)OCC(=O)NCC2CCCCC2)c(OC)c1 | 0 | / | / | / | 2
CC1CCCC(NC(=O)CN2C(=O)NC(c3ccccc3)(c3ccccc3)C2=O)C1C (stereo not given) | 2 | / | / | / | 0
O=C(CC(=O)c1ccccn1)c1ccccc1 | 6 | / | / | / | 1
CCOC(=O)c1cnc(N)nc1-c1ccccc1 | 5 | / | / | / | 4
CN1CCCN(S(=O)(=O)c2ccccc2)c2nc3ccccc3nc21 | 12 | / | / | / | 3
Cn1c(CCC(=O)Nc2ccc(S(C)(=O)=O)cc2)nc2cc(S(=O)(=O)N3CCOCC3)ccc21 | 10 | / | / | / | 2
Nc1nc(-c2ccccc2)c(CCCOc2ccc(NC(=O)CBr)cc2)c(=O)[nH]1 | 12 | / | / | / | 0
O=S1(=O)c2c(Oc3cccc4ccccc34)cccc2OC(COCc2ccccc2)CN1C1CCCC1 (stereo not given) | -2 | / | / | / | 0
CC(=O)c1ccc(NC(=O)CN2C(=O)/C(=C/C(C)=C/c3ccccc3)SC2=S)cc1 | -44 | / | / | / | -26
Cc1cc(=O)oc2c3c(cc(OCC(=O)NCCC(=O)N[C@@H](C)C(=O)O)c12)OC(C)(C)CC3 | 10 | / | / | / | 3
CSCCC(NC(=O)c1ccc(Cl)cc1Cl)C(=O)N1CCCCCCC1 (stereo not given) | 5 | / | / | / | 2
CCCCn1c(N)c(N(C(=O)CSc2nnnn2-c2ccc(C)cc2)C2CCCC2)c(=O)[nH]c1=O | -3 | / | / | / | 0
O=C(CNC(=O)c1ccc(Br)o1)NCc1ccccc1Cl | -4 | / | / | / | 1
c1ccc2nc(N3CCOCC3)c(N3CCCC3)nc2c1 | 4 | / | / | / | 3
CCOC(=O)c1cc2c(c(-c3ccccc3)n1)[C@H](CCO)N(S(=O)(=O)C(C)(C)C)C2 | -3 | / | / | / | 6
Cc1cccc(N2CCN(C(=O)CN3C(=O)NC4(CCCCCC4)C3=O)CC2)c1C | -5 | / | / | / | 4
COc1cc(/C=N/n2nnnc2N)ccc1OC(C)C | 7 | / | / | / | -1
CN(C)C(=O)c1ccc(NC(=O)COc2cccc3c2OC(C)(C)C3)cc1 | 5 | / | / | / | 3
O=C(OCC1OC(n2ccc(=O)[nH]c2=O)C2OC12)c1ccccc1 (stereo not given) | 1 | / | / | / | 5
CC(=O)Nc1ccc2c(c1)[nH]c(=O)c1ccccc12 | 7 | / | / | / | 0
O=C1C=C(c2ccccc2)C(c2ccccc2)C1 (stereo not given) | 4 | / | / | / | 21
CCOc1cc2c(cc1OCC)C(c1ccc(O)c(OC)c1)NCC2 (stereo not given) | 3 | / | / | / | 3
O=C(CC1SC(N2CCOCC2)=NC1=O)Nc1ccc(Cl)cc1 (stereo not given) | 3 | / | / | / | -1

The list is partial; the hit share may differ from the screen's.
